# Screens from PubChem.
# Yfh1-off respiration – enhancers of respiration in Yfh1-depleted yeast, dose response, Friedreich's ataxia, plus single-dose screen (AID 1465) | one-dose fold induction at 50 µM; EC50 in µM for titrated hits | actives 0.074% (n = 220,000) | S. cerevisiae Yfh1-off respiration, WST-1 reduction, 72 h; higher fold induction means a stronger effect;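 active = fold induction of absorbance versus untreated yeast above a set limit, then at least 30% activation at any dose in follow-up; inconclusive = repeats straddling the limit, or above it without dose testing; inactive = fold induction below the set limit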;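 note: activators that raise dye reduction in frataxin-depleted yeast; strong numbers were not always called active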
# West Nile virus CPE – inhibition of WNV-induced cytopathic effect – cell-based, CPE readout (AID 1621); West Nile virus-infected cells, CPE inhibition; higher % means a stronger effect; CPE inhibition, % at 10 µM; hits with a dose series show IC50 in µM; actives 0.02% (n = 290,000); in the data active = a potency from the dose series; inconclusive = CPE inhibition mostly from about 3.7% at the one dose, without a potency; inactive = the rest, 99 in 100 with CPE inhibition below about 2.2%; note: strong numbers were not always called active
# Dengue-2 NS5 capping – flavivirus cap methylation enzyme inhibition – biochemical, confirmation dose response, primary screen (AID 588689) | Dengue-2 NS5 methyltransferase capping enzyme assay, biochemical; higher % means a stronger effect | inhibition, % at 25 µM, or IC50 in µM where a hit was titrated | actives 0.3% (n = 340,000); in the data active = a potency from the dose series; inconclusive = inhibition above about 29% without an active follow-up result
# Dengue-2 NS5 capping pilot replicate – further read-out of Dengue-2 NS5 capping, marked with its call; inhibition, %; measured here: pilot screen replicate inhibition
# Active calls of the source: *; i = inactive; ? = inconclusive.
SMILES,Yfh1-off respiration,West Nile virus CPE,Dengue-2 NS5 capping,others
O=C(N[C@@H](Cc1ccc(O)cc1)C(=O)O)c1ccncc1,i,0.8%,-8%,
CC1CCN(c2ccccc2NC(=S)NC(=O)c2ccco2)CC1,i,1.3%,20%,
CCN(CC)CCOCCOC(=O)C1(c2ccccc2)CCCC1,i,0.9%,-7%,
O=C(c1ccco1)N1CCN(C(=O)C2CCN(S(=O)(=O)c3cccc4nsnc34)CC2)CC1,i,0.1%,1%,
Cc1csc(NC(C)c2nc3cc(Cl)c(Cl)cc3n2CCCO)n1 (stereo not given),i,-0.6%,-5%,
O=C(N/N=C/c1cc2c(cc1[N+](=O)[O-])OCO2)c1ccccn1,i,0.1%,0%,
[C-]#[N+][C@H](O[C@@H]1O[C@H](CO)[C@@H](O)[C@H](O)[C@H]1O)c1ccccc1,i,-0.4%,-3%,
CCOC(=O)C(CCSC)Nc1nc(Cl)nc(Nc2ccc(Cl)cc2)n1 (stereo not given),i,-0.5%,3%,
CC1(C)c2[nH]c3ccccc3c2C[C@H]2C(=O)N(Cc3ccccc3)C(=O)N21,i,0.3%,-2%,
O=C(c1ccc(Cl)cc1)N1CCN(c2ccc([N+](=O)[O-])c(NCc3cccnc3)c2)CC1,i,0.2%,4%,
Cc1cc(OCC(=O)NCCCN2CCOCC2)cc(C)c1Cl,i,-0.4%,-8%,
COC(=O)c1c(C)cc(O)c(C)c1O,i,0.4%,13%,
C=CC[C@]12CC=CC(=O)[C@@]1(O)O[C@H](c1ccc(OC)c(OC)c1)[C@H]2C,i,-1.2%,-27%,
COC(=O)C1=C(C(=O)OC)[C@@H]2N(Cc3ccccc3)c3ccccc3[C@@]23C[C@@H](C(=O)OC)N(C(=O)NC(C)(C)C)C3=N1,i,0.5%,5%,
CCOC(=O)C1=C(CCc2ccccc2)NC(=O)NC1c1ccc(C#N)cc1 (stereo not given),i,-0.4%,-1%,
Cc1[nH]n(-c2ccccc2)c(=O)c1C(c1ccc(O)c([N+](=O)[O-])c1)c1c(C)[nH]n(-c2ccccc2)c1=O,i,0.2%,29µM*,
O=C(NC1CC1)C1Nc2ccc(OC(F)(F)F)cc2C2C=CCC12 (stereo not given),i,-1.4%,-2%,
COc1ccc(C2=CC(=O)CCC2)cc1,i,0.6%,2%,
CCCC[C@@H]1CCCO[C@@](C(=O)NCc2cc(C)n(C)n2)(C(F)(F)F)C1,i,-0.9%,-5%,
CCO[C@H]1OC(C(=O)O)=C[C@@H](c2cn(C(C)=O)c3ccccc23)[C@@H]1CCCO,i,0.1%,-1%,
O=C(CCn1c(=O)sc2ccccc21)NCCN1CCOCC1,i,0.3%,3%,
C/C=C1\COC(C(=O)NCc2ccncc2)(C(F)(F)F)C=C1C=C1CCCCC1 (stereo not given),i,-1.0%,-9%,
COC(=O)CCC(=O)OC1(C)C(=O)C2=CN(CCc3ccccn3)C(c3ccc(OC)cc3)=CC2=C(Br)C1=O (stereo not given),i,0.1%,?,
CCOc1ccc(NC(=O)c2ccccc2NC(=O)CN2CCN(C(C)=O)CC2)cc1,i,0.5%,-7%,
CCNc1nc(NCC)nc(N2CC(=O)N(CC(=O)OCC)C2=N)n1,?,0.1%,-4%,
COC(=O)C[C@H]1c2cc(F)ccc2S(=O)(=O)N1c1ccc(N(C)C)cc1,i,-0.6%,10%,
CCCCN1C(N)=NC[C@@H]1C(C)O (stereo not given in full),i,-0.1%,-2%,
CCCC[C@@H]1CCCO[C@@](C(=O)NCc2ccc(C)o2)(C(F)(F)F)C1,i,-0.3%,-11%,
COC(=O)C[C@H]1c2cc(F)ccc2S(=O)(=O)N1Cc1ccccc1OC,i,-0.1%,-6%,
CC(C)CNC(=O)C1Nc2ccc(OC(F)(F)F)cc2C2C=CCC12 (stereo not given),i,-0.1%,-2%,
Cc1ccc(O)c(NC(=S)NC(=O)c2ccc(-c3ccc(Cl)cc3)o2)c1,i,-0.4%,-9%,
N#Cc1c(NC(=O)CSc2ncnc3c2cnn3-c2ccccc2Cl)sc2c1CCCC2,i,-0.5%,1%,
CC(C)(C)Cc1nnc(NS(C)(=O)=O)s1,i,-0.1%,-3%,
CCN1C(=O)N[C@@H](c2cccs2)C(C(=O)OC)=C1C,i,-0.8%,-2%,
COc1cccc(SCc2noc(C(=O)NCCN(C)C)c2C(=O)NCCN(C)C)c1,i,2.9%,-6%,
COC(=O)CCCCCN1C(=O)NC(C2CC2)C(C(=O)OCc2ccccc2)=C1C (stereo not given),i,0.2%,-1%,
CCC(=O)c1ccc(OC(=O)c2ccc(Br)o2)cc1,i,0.4%,-4%,
Cc1cc(NS(=O)(=O)c2ccc(Br)s2)no1,i,0.5%,-3%,
CCCCN1CC[C@H]2C=CC[C@@H](C(=O)Nc3ccc(Cl)cc3Cl)[C@H]2C1=O,i,-0.9%,-12%,
COC(=O)c1ccc2nc(C3CCCCC3)c3c(c2c1)CCC3,i,0.1%,-9%,
Clc1ccc(Nc2nc(-c3ccncc3)cs2)cc1,i,0.1%,2%,
COC(=O)c1ccccc1NC(=O)CN(c1ccccc1)S(=O)(=O)N(C)C,i,-0.6%,-1%,
Clc1ccc(Oc2nc(N3CCOCC3)nc(N3CCOCC3)n2)c(C2CCCCC2)c1,i,0.3%,6%,
COc1cc2nc(-c3cccs3)oc(=O)c2cc1OC,i,-0.4%,-1%,
C[C@H](NC(=O)CCC1CCC(=O)N1)c1ccccc1 (stereo not given in full),i,0.2%,-9%,
CC1CN(C(=O)c2cc(F)c(F)cc2Cl)CC(C)O1 (stereo not given),i,0.2%,-14%,
O=c1[nH]ccc2c(O)cccc12,i,-0.6%,-20%,
NC(=O)C1CCN(c2ccc3c(c2)S(=O)(=O)c2ccccc2C3=O)CC1,i,-0.1%,-9%,
Cc1ccc(S(=O)(=O)Nc2ccc3c4c(cccc24)CC3)c(C)c1,i,-0.3%,11%,
COC(=O)Cn1c(=NC(=O)C2CC2)sc2c(C)cc(C)cc21,i,0.3%,3%,
C[C@@H]1[C@@H](Sc2ccccc2)CC(=O)O[C@@H]1c1ccc(-c2ccccc2)cc1,i,?,5%,
CCCCOC(=O)Cn1c(=N)n(CCN2CCOCC2)c2ccccc21,i,1.0%,-6%,Dengue-2 NS5 capping pilot replicate=3.9
COc1ccc(CN2[C@@H](CC(=O)O)c3cc(C(F)(F)F)ccc3S2(=O)=O)cc1,i,0.3%,0%,
COC(=O)CCC(=O)OC1(C)C(=O)C2=CN(c3ccc(OC)cc3)C(c3ccc(OC)cc3)=CC2=C(Br)C1=O (stereo not given),i,1.0%,?,
O=C(Cn1c(NCCCO)nc2ccccc21)c1cccs1,i,0.1%,-4%,
O=C1CC(c2ccc(O)cc2)Oc2cc(O)ccc21 (stereo not given),i,-0.1%,-5%,
COc1c(C)cccc1C(=O)Nc1cc(-c2nn3c(C)nnc3s2)ccc1C,i,1.3%,-1%,
COc1ccc(C2C(Oc3ccccc3)C(=O)N2c2ccc(C)c(C)c2)cc1OC (stereo not given),i,0.5%,3%,
O=C(CN1CCOc2ccccc21)NC1CC1,i,0.2%,-1%,
Cc1ccc(-n2nc(C(=O)N3CCN(C)CC3)c3c4ccccc4n(C)c3c2=O)cc1,i,0.8%,-1%,

# Quoted at random: 6 entries already listed, in no set order.
SMILES,Yfh1-off respiration,West Nile virus CPE,Dengue-2 NS5 capping,others
O=C(Cn1c(NCCCO)nc2ccccc21)c1cccs1,i,0.1%,-4%,
O=C(CN1CCOc2ccccc21)NC1CC1,i,0.2%,-1%,
COc1ccc(CN2[C@@H](CC(=O)O)c3cc(C(F)(F)F)ccc3S2(=O)=O)cc1,i,0.3%,0%,
COC(=O)Cn1c(=NC(=O)C2CC2)sc2c(C)cc(C)cc21,i,0.3%,3%,
O=c1[nH]ccc2c(O)cccc12,i,-0.6%,-20%,
CC1CN(C(=O)c2cc(F)c(F)cc2Cl)CC(C)O1 (stereo not given),i,0.2%,-14%,

# (further entries)
SMILES,Yfh1-off respiration,West Nile virus CPE,Dengue-2 NS5 capping,others
CC(C)(C)CN1C(=O)C(=O)NC[C@@H]1CCCCN,i,0.0%,-2%,
O=C1OCCN1c1c(-c2ccccc2)c(N2CCOCC2)nc2ccccc12,i,0.9%,-3%,
O=c1[nH]c(Nc2ccccn2)cc2ccccc12,i,-1.1%,-4%,
CCN(CC)c1ccc(C2C(C(C)=O)C(=O)CC(C)(O)C2C(C)=O)cc1 (stereo not given),i,-0.1%,2%,
COc1c(F)cc2[nH]c3c(c2c1F)CCNC3=O,i,-0.1%,-2%,
COc1cc(/C=N/NC(=O)c2ccoc2C)cc(OC)c1OC,i,-0.1%,11%,
CC(=O)N1CCC(N(CCN2CCOCC2)C(=O)Nc2ccc(Cl)c(Cl)c2)CC1,i,-0.2%,-1%,
CCOc1ccccc1C1C(C(N)=O)=C(C)Nc2nc(-c3cccc(C)c3)nn21 (stereo not given),i,0.1%,-15%,
O=C(NCc1ccccn1)C1Nc2ccc(C(F)(F)F)cc2C2C=CCC12 (stereo not given),i,-0.5%,9%,
CC(=O)OCC(=O)NCCCOc1cccc(CN2CCCCC2)c1,i,0.4%,-2%,
CCOC(=O)c1ccc2ncc(C(=O)OCC)c(NCCN(C)C)c2c1,i,-0.2%,14%,
O=C(O)c1cc([N+](=O)[O-])ccc1NCCCc1ccccc1,i,0.5%,2%,
COc1ccc(-c2oc3ccc(N4CCOCC4)cc3c2C#CCO)cc1,i,1.6%,6%,
Cc1cc(C)nc(SCC(=O)Nc2sc3c(c2C#N)CCC(C)C3)n1 (stereo not given),i,-0.5%,-7%,
COC(=O)C1=C2c3[nH]c4ccccc4c3CCN2C(=O)CC1,i,-0.2%,-5%,
CCOC(=O)C1=C(O)/C(=C/c2cn(CC(=O)NCC3CCCO3)c3ccccc23)SC1=Nc1ccc(C)cc1 (stereo not given),i,0.4%,?,
CN1C[C@H](C(=O)NC2(C)OC3(O)[C@@H]4CCCN4C(=O)[C@H](Cc4ccccc4)N3C2=O)CC2c3cccc4[nH]cc(c34)C[C@H]21 (stereo not given in full),i,-1.0%,-4%,
O=C(Nc1ccccc1C(=O)O)c1cccc(F)c1,i,0.5%,3%,
COC(=O)/C=C/c1ccc2c(c1)S(=O)(=O)N(Cc1ccc(OC)cc1)[C@H]2CC(=O)OC,i,-0.2%,-10%,
COc1ccc(C[C@H](C)NC[C@@H](O)c2ccc(O)c(NC=O)c2)cc1,i,-0.1%,-4%,
COc1ccc2[nH]c3c(c2c1)CCNC3=O,i,1.4%,-1%,
C=CC1=C2C=C(C3CC3)N(C3CC3)C=C2C(=O)C(C)(OC(=O)c2ccco2)C1=O (stereo not given),i,0.5%,4%,
COCCN1C(=O)N[C@@H](CCc2ccccc2)[C@@H](C(=O)OC)[C@H]1C,i,0.1%,-5%,
CCCNC(=O)N1CCN(S(=O)(=O)c2ccc(C)c(C)c2)CC1,i,0.3%,6%,
O=c1oc2cc(OCc3c(F)cccc3Cl)ccc2cc1-c1ccccn1,i,-0.2%,-8%,
Cc1ccc(CN2[C@@H](CC(C)C)COCCS2(=O)=O)cc1,i,-0.3%,-3%,
CCOC(=O)c1cnc(-n2nc(C)cc2C)nc1Nc1cccc(C(C)=O)c1,i,0.1%,-1%,
CCOC(=O)c1ccc(NC(=O)c2c(N)n(Cc3ccccc3)c(=O)[nH]c2=O)cc1,i,?,3%,
Cc1ccc(-n2c(=O)c3c4c(sc3n3c(C)nnc23)COC(C(C)C)C4)cc1 (stereo not given),i,0.2%,-7%,
CCCCCSc1nc2c(c(=O)[nH]c(=O)n2C)n1CC,i,-0.1%,-2%,
Cc1sc2ncnc(SC(C)C#N)c2c1C (stereo not given),i,0.1%,0%,
CCN1C(=O)N(C)[C@@H](c2ccccc2)C(C(C)=O)=C1C,i,-0.2%,1%,

# Molecules shown so far with an aryl thioether with sulfur outside any ring (6):
SMILES,Yfh1-off respiration,West Nile virus CPE,Dengue-2 NS5 capping,others
N#Cc1c(NC(=O)CSc2ncnc3c2cnn3-c2ccccc2Cl)sc2c1CCCC2,i,-0.5%,1%,
COc1cccc(SCc2noc(C(=O)NCCN(C)C)c2C(=O)NCCN(C)C)c1,i,2.9%,-6%,
C[C@@H]1[C@@H](Sc2ccccc2)CC(=O)O[C@@H]1c1ccc(-c2ccccc2)cc1,i,?,5%,
Cc1cc(C)nc(SCC(=O)Nc2sc3c(c2C#N)CCC(C)C3)n1 (stereo not given),i,-0.5%,-7%,
CCCCCSc1nc2c(c(=O)[nH]c(=O)n2C)n1CC,i,-0.1%,-2%,
Cc1sc2ncnc(SC(C)C#N)c2c1C (stereo not given),i,0.1%,0%,

# This is a subset; count on the stated rates, not on these rows.
